HP1b binding inh: HTS for Inhibitors of HP1-beta Chromodomain Interactions with Methylated Histone Tails; Chromobox protein homolog 1 (Homo sapiens), P83916; Potency, µM (series often up to 114 µM), inactives show at the top dose activity change, negative = inhibition, hits mostly inhibitors; AlphaScreen HP1-beta / biotin-H3K9me3 peptide binding; AID 540317, 2011; 390,000 compounds, 0.56% hits; also: potency is read from the fitted curve at half-maximal effect; nearly all actives have a fitted effect of over 70% in size; inactives centre near 23
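Compound inhibition of the preformed complex between 50 nM HP1-beta and 50 nM biotinylated H3K9me3 peptide was read by AlphaScreen. Buffer was PBS pH 7.4 with 0.01% Tween-20. Incubations ran 30 min at room temperature, with 10 ug/mL donor/acceptor beads.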
POLH inh: qHTS for Inhibitors of Polymerase Eta | DNA polymerase eta (Homo sapiens), Q9Y253 | recombinant Pol eta, fluorescent DNA replication assay | Potency, µM (doses to about 114 µM), for the others: at the highest dose activity change, negative = inhibition, actives largely listed as inhibitors | 390,000 compounds, 1.2% hits | AID 588591, 2011; also: potency is read from the fitted curve at half-maximal effect; % is scaled to controls: 0 for no effect and ±100 for the full control effect
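Pol eta (10 nM) was preincubated with compounds for 15 min at room temperature, after which fluorescent replication substrate (50 nM final) was added to start the reaction. Fluorescence was read kinetically at 0 and 10 min.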
BAZ2B inh: qHTS Assay for Inhibitors of BAZ2B | Bromodomain adjacent to zinc finger domain protein 2B (Homo sapiens), Q9UIF8 | AlphaScreen BAZ2B-H3K14Ac peptide displacement | Potency, µM (series often up to 114 µM), for inactives: at the highest dose activity change, negative = inhibition, hits mostly inhibitors | 360,000 compounds, 4.4% hits | AID 504333, 2011; also: potency is read from the fitted curve at half-maximal effect; % is scaled to controls: 0 for no effect and ±100 for the full control effect; nearly all actives have a fitted effect of over 60% in size
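Inhibition is scored as reduced AlphaScreen emission. The BAZ2B/b-H3(5-23)K14Ac complex (50 nM each) in PBS pH 7.4, 0.01% Tween-20 meets compound (up to 110 uM) for 30 min at RT before bead addition.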
G9a inh: qHTS Assay for Inhibitors of Histone Lysine Methyltransferase G9a; G9a H3K9 monomethylation, AlphaScreen, 2 h; Histone-lysine N-methyltransferase EHMT2 (Homo sapiens), Q96KQ7; 350,000 compounds, 8.8% hits; Potency, µM (highest dose often 102 µM), for inactives: at the highest dose activity, negative = inhibition, usual class: inhibitors; AID 504332, 2011; also: potency is read from the fitted curve at half-maximal effect; % is scaled to controls: 0 for no effect and ±100 for the full control effect; nearly all actives have a fitted effect of over 75% in size
Target sequence (Q96KQ7 913-1193 limits assumed): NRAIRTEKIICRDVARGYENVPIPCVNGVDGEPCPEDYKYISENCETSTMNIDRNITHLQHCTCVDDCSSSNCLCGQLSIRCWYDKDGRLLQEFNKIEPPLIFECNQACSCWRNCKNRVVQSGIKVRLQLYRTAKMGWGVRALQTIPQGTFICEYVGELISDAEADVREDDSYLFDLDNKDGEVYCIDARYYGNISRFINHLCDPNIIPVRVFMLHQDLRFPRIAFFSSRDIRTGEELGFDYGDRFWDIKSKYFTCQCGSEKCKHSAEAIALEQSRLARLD
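Chemiluminescent proximity detection of H3K9 monomethylation, read after 10 min bead incubation in the dark. Reaction: 20 nM G9a, 500 nM biotin-H3K9 peptide, 20 uM SAM cofactor, 2 h, room temperature, following 15 min enzyme-compound preincubation.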
Tb PGK inh: qHTS Assay to Find Inhibitors of Phosphoglycerate Kinase; PGK/GAPDH coupled, Kinase-Glo luminescence, 60 min; Potency, µM (highest dose often 57.5 µM), for the others: at the highest dose activity change, negative = inhibition, most hits filed as inhibitors; 380,000 compounds, 0.043% hits; AID 602233, 2012; also: potency is read from the fitted curve at half-maximal effect; % is scaled to controls: 0 for no effect and ±100 for the full control effect; nearly all actives have a fitted effect of over 60% in size
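Recombinant glycosomal PGK reaction used 1,3-bisphosphoglycerate generated in-well by GAPDH (100nM final) in 100mM TEA pH 7.6, 5mM MgCl2, 0.01% Tween-20. After 60 minutes at room temperature, ATP was read by Kinase-Glo Plus luminescence end-point.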
Pin1 inh: qHTS Assay to Find Inhibitors of Pin1. Pin1 FP peptide displacement, HiFluor488, 10 min. Potency, µM (titrated, usually from 115 µM), without a hit: at the top dose activity, negative = inhibition, most hits filed as inhibitors. 390,000 compounds, 0.009% hits. AID 504891, 2011; active = well fitted inhibition curve with a large enough effect in the polarisation, with a control signal flat, not every such curve was filed as active; inconclusive = small, poorly fitted or top-dose-only effect, or effect the other way, or a change in a side signal; inactive = no such curve, though single readings can be large or run the other way; the % refers to the polarisation; also: potency is read from the fitted curve at half-maximal effect; % is scaled to controls: 0 for no effect and ±100 for the full control effect
Target sequence (Q13526 whole entry, looked up): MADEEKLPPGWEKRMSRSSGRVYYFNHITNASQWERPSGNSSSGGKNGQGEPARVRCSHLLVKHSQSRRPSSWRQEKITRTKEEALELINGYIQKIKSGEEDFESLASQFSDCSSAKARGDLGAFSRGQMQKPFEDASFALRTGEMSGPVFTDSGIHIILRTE
PI4K2A inh: qHTS for small molecular inhibitors of PI4K2A; Phosphatidylinositol 4-kinase type 2-alpha (Homo sapiens), Q9BTU6; purified PI4K2A, ADP-Glo luminescence, 1 h; stronger effect = lower value; activity change, negative = inhibition, % at 76.9 µM; 420,000 compounds, 0.13% hits; AID 1346378, 2018; in the data active = activity change below about -50%; inconclusive = mostly about -30% to -49%;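 also: -100% = wells without enzyme as full effect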
Target sequence (Q9BTU6 whole entry, looked up): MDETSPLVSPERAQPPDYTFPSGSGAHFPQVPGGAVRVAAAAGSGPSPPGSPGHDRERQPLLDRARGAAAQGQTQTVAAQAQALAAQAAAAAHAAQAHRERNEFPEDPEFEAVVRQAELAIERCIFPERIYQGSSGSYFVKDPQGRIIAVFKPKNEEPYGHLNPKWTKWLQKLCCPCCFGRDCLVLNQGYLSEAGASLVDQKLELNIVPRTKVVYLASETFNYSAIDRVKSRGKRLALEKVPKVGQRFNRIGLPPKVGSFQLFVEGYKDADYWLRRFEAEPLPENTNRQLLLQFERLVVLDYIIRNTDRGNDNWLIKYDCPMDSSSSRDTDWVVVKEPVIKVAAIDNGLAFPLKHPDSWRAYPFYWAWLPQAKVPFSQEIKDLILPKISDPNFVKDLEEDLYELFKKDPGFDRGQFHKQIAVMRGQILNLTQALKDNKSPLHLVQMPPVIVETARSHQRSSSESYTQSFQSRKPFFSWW
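In this quantitative HTS, ADP production by PI4K2A was quantified luminescently after 1 h at ambient temperature; 100 microM adenosine served as plate-quality control.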
JMJD2A Tudor inh: qHTS Assay for Inhibitors of JMJD2A-Tudor Domain; Lysine-specific demethylase 4A (Homo sapiens), O75164; AlphaScreen JMJD2A-Tudor / H3K4me3 peptide binding; Potency, µM (series often up to 114 µM), without a hit: at the highest dose activity change, negative = inhibition, usual class: inhibitors; 390,000 compounds, 4.4% hits; also: potency is read from the fitted curve at half-maximal effect; % is scaled to controls: 0 for no effect and ±100 for the full control effect; nearly all actives have a fitted effect of over 50% in size
GLS inh: qHTS for Inhibitors of Glutaminase (GLS). Glutaminase kidney isoform, mitochondrial (Homo sapiens), O94925. GLS enzymatic activity, qHTS titration. Potency, µM (highest dose often 45.5 µM), inactives show at the highest dose activity change, negative = inhibition, actives largely listed as inhibitors. 410,000 compounds, 0.21% hits. AID 624170, 2012; also: potency is read from the fitted curve at half-maximal effect; % is scaled to controls: 0 for no effect and ±100 for the full control effect
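hKGA in 45 mM KH2PO4 (pH 8.2), 0.02% Tween-20 with compound, then 1mM L-Glutamine (stock as added) plus glutamate oxidase/HRP/Amplex red coupling mix. Fluorescence read initially and after 30 min at RT; signal change reflects glutamate formation.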
Active calls of the source: *; i = inactive; ? = inconclusive; . = not tested or not shown; & = joins results of further samples; ! = repeats disagree; [ ] = remark or other dose. Unless noted, calls follow the shape of the dose curve; as a rule, active = well fitted curve in the direction sought with a large enough effect; inconclusive = small, poorly fitted or top-dose-only effect, or another doubt; inactive = no such curve, though single readings can be large; an effect the other way counts as inactive or inconclusive. Only part of the results is shown, so the mix of outcomes need not match the whole.

SMILES | HP1b binding inh | POLH inh | BAZ2B inh | G9a inh | Tb PGK inh | Pin1 inh | PI4K2A inh | JMJD2A Tudor inh | GLS inh
CCC(=O)NCCc1nc2cc(NC(=O)COc3ccccc3)ccc2n1C | 5% | 3% | 12% | 21% | 13% | -4% | 6 | -5% | 0%
Cc1cccc(NC(=O)NC2CC3CCC(C2)N3Cc2ccco2)c1 (stereo not drawn) | 35% | -7% | -5% | . | -5% | 0% | -3 | -6% | 8%
Cc1cccc(NS(=O)(=O)c2cc3c4c(c2)CCN4C(=O)CC3)c1C | 20% | -12% | 10% | 4% | -13% | 1% | -6 | -16% | 7%
COc1ccc2c(-c3ccccc3)cc(SCC(=O)N(C)C3CCS(=O)(=O)C3)nc2c1 (stereo not drawn) | 27% | -14% | -35% | -40%[59 µM] | . | 41%[activator] | 2 | ? | -3%
COc1cccc(C(=O)Nc2cc(C(F)(F)F)ccc2Cl)c1 | 55%[activator] | -7% | 55%[activator] | . | -6% | -5% | 1 | 65%[activator] | 18%
Cc1ccc(N2CCN(C(=S)Nc3ccc(Cl)cc3)CC2)cc1 | 53%[activator] | -22% | ? | . | -11% | 4% | 6 | -7% | -11%
Cn1c(N)c(C(=O)COC(=O)c2cc(-c3ccccc3)nc3ccccc23)c(=O)n(Cc2ccccc2)c1=O | 9% | -15% | -10% | ? | -5% | ? | 0 | -33% | 7%
COc1ccc(-c2[nH]ncc2C(=O)NCc2cccc(Cl)c2)cc1 | 18% | . | 5% | 1%[59 µM] | . | 1% | -2 | -15% | 5%
O=C1Nc2ccccc2/C1=C\c1cccn1-c1ccc(OC(F)(F)F)cc1 | -20% | ? | ? | ? | -1% | 33%[activator] | 0 | ? | 2%
COc1ccc(Cl)cc1NC(=O)COC(=O)C(CC(C)C)N1C(=O)C2CC=CCC2C1=O (stereo not drawn) | 34% | -19% | -25% | 43%[activator][59 µM] | -7% | 19% | 2 | 1% | -3%
CCn1c(SCc2ccccc2)nnc1-c1cccnc1 | 26% | -18% | -22% | 9% | 6% | -4% | -1 | 6% | -4%
COc1ccc2c(Cl)c(C(=O)N/N=C/c3ccc4c(c3)OCO4)sc2c1 | -4% | ? | -1%[57.1 µM] | 2%[12.7 µM] | -7% | ? | 4 | -31% | -7%
COc1cc(C(=O)Nc2ccc(Br)cc2C(=O)c2cc(OC)c(OC)c(OC)c2)cc(OC)c1OC | 23% | -5% | 13% | -9% | -4% | 5% | 2 | -21% | -12%
O=C1C2C3C=CC(O3)C2C(=O)N1N=C1CCCCC1 (stereo not drawn) | 19%[57 µM] | 4% | . | . | -17% | 3% | 8 | -8% | -5%
NC(=O)c1oc2ccccc2c1NC(=O)Cc1ccccc1 | 19% | 1% | 6% | . | -3% | 5% | 7 | 1% | 2%
CCc1nc(SCC(=O)Nc2cccc3ccccc23)[nH]c(=O)c1C | 20% | -4% | 10% | -6%[59 µM] | 3% | 8% | 5 | -4% | -2%
Cc1cc(C)c2c(=O)n(CC(=O)NCCCN3CCN(c4ccccc4F)CC3)sc2n1 | 2.5µM* | -13% | ? | 1.1µM* | -7% | -1% | -2 | 1µM* | 32%[activator]
CCCCCCCNC1=CC(=O)CC(c2ccco2)C1 (stereo not drawn) | -19% | -24% | ? | ? | -23% | -8% | 1 | 50µM* | -1%
O=C(Nc1nccs1)C1CCCCN1S(=O)(=O)c1ccccc1 (stereo not drawn) | 41%[activator] | -4% | 0% | 5%[12.7 µM] | 4% | 0% | -7 | -16% | 3%
COc1ccc(CNC(=O)COC(=O)c2sccc2C)cc1OC | 46%[activator] | -16% | . | . | 3% | 3% | -6 | 7% | -4%
CCN1CCc2nc(NC(=O)c3ccc4c(c3)OCCO4)sc2C1 | 6% | -2% | -10% | -2%[2.33 µM] | i | 30% | 5 | -21% | -1%
CC1CCCC(N2CCN(S(=O)(=O)c3ccccc3)CC2)C1 (stereo not drawn) | ? | -20% | ? | 18µM* | -9% | -5% | 1 | 4µM* | 2%
Cc1ccc(C(=O)N2CCN(Cc3ccc4c(c3)OCO4)CC2)cc1S(=O)(=O)N1CCOCC1 | 28% | -4% | -12% | . | -2% | 1% | 1 | -23% | -1%
O=C(Cn1nc2c(cc1=O)CCCC2)NCc1ccccc1 | 25%[57 µM] | -3% | 2% | 11%[59 µM] | -4% | -5% | 3 | -3% | -3%
CC(Sc1nnc(Nc2ccccc2F)s1)C(=O)NC1CC1 (stereo not drawn) | 31% | -12% | 7% | 1%[12.7 µM] | i | -2% | -8 | -7% | 11%
CC(C)(C)CC(=O)NC(=S)Nc1ccccc1[N+](=O)[O-] | 4% | -21% | -36% | ? | 1% | 0% | 0 | -23% | 14%
COc1cc(C(=O)Nc2nc(-c3ccc(F)cc3)cs2)ccc1OCC(=O)N1CCOCC1 | -17% | -5% | 0% | ? | -8% | -4% | 1 | ? | 37%[activator]
CSCCC(=O)N1C(C)CCCC1C(=O)O (stereo not drawn) | 34% | -16% | -4% | 6% | -4% | -2% | -1 | 7% | -2%
O=C(COC(=O)c1ccccc1C(=O)c1ccc(Cl)c([N+](=O)[O-])c1)NC1CC1 | 31% | -19% | -11% | 5% | i | 5% | 4 | -5% | -18%
O=C(NCc1ccccn1)C1(C(F)(F)F)C/C(=C\CCO)CCCO1 (stereo not drawn) | 33%&6% | -1% | . | . | -7% | 3%&-2% | -3 | 28µM*! | 4%
Nc1ccn(Cc2ccccc2F)n1 | 20% | -4% | 0% | -2%[59 µM] | 13% | 9% | 7 | 8% | -1%
NC(=O)c1ccsc1NC(=O)COC(=O)/C=C/c1ccccc1[N+](=O)[O-] | -17% | ? | . | . | -8% | -2% | 3 | ? | 14%
C#CCN(C[C@H]1[C@H](OC(=O)NCC2CCCCC2)[C@H](OC(=O)NCC2CCCCC2)C[C@H]2C(=O)N(c3ccccc3)C(=O)[C@@H]12)S(=O)(=O)c1ccc(C)cc1 | . | -14% | . | . | -1% | . | 2 | . | -14%
COc1ccccc1C1Nc2cccc3cccc(c23)N1 | ? | -6% | 50µM* | ? | -9% | ? | 0 | 50µM* | 6%
CCOC(=O)c1c(C)[nH]c(C)c1C(=O)COC(=O)c1ccc(O)cc1 | -1% | -20% | -33% | ? | -1% | 0% | -1 | -26% | -2%
CC(C)CNS(=O)(=O)c1ccc(CCC(=O)NCCc2ccccc2)cc1 | 40%[activator] | -2% | -6% | 1% | 1% | 2% | 3 | -1% | -1%
COc1ccccc1CNc1nc2nc(C)c(Cl)c(=O)n2[nH]1 | 32% | -6% | 14% | 13µM* | i | 0% | 3 | -14% | 2%
CCOC(=O)C1=C(CC)NC2=C(C(=O)CCC2)C1c1ccc(OC)c(OC)c1 (stereo not drawn) | 64%[activator] | -7% | -26% | 10%[59 µM] | 1% | -3% | 2 | -5% | 16%
CC(NCC(=O)Nc1cc(S(=O)(=O)N2CCOCC2)ccc1N1CCOCC1)c1ccco1 (stereo not drawn) | 11% | -21% | ? | 10%[12.7 µM] | -8% | -4% | -4 | -14% | 0%
CCCCNc1nc(Oc2ccc(=O)n(-c3ccccc3)n2)nc(N(CC)CC)n1 | 23% | . | -5% | -32%[59 µM] | . | -13% | 1 | -19% | 0%
CC(=O)Oc1ccc(NC(=O)Cc2ccccc2)c(C(=O)O)c1 | 47%[activator] | -3% | ? | 71µM* | -1% | 0% | 1 | -6% | -15%
CC(=O)NCCNC(=O)c1ccc(Sc2ccccc2)c([N+](=O)[O-])c1 | 35%[activator] | -4% | -29% | -11%[59 µM] | i | 8% | -7 | -22% | -4%
COc1ccc(CC(=O)Nc2c3c(nn2C(C)(C)C)CS(=O)(=O)C3)cc1OC | -8% | -7% | -4% | ? | -14% | -14% | 6 | -1% | -5%
CCN(CC)CC(=O)NC1CC(C)(C)Cc2c1cnn2-c1ccc(F)cc1 (stereo not drawn) | 43%[activator] | -19% | 3% | 18% | -6% | 0% | 2 | -2% | -7%
Cc1ccc(NC(=S)Nc2ccc(C(C)C)cc2)cc1S(=O)(=O)N1CCCCCC1 | -23% | -16% | -13% | 45µM* | -2% | 1% | 3 | -25% | 1%
CCCC1=Nc2cc(C(=O)NCCCOCC)ccc2Sc2ccccc21 | 14% | -16% | -35% | -3%[59 µM] | -3% | 2% | 2 | -25% | 2%
CC1CCCN(C(C(=O)Nc2ccc3c(c2)OCCO3)c2ccccc2)C1 (stereo not drawn) | 11% | -20% | ? | 22%[0.0925 µM] | -1% | 3% | 2 | -8% | -6%
Cc1cccc(CSc2cn(CC(=O)N3CCOCC3)c3ccccc23)c1 | -1%&20% | -22%&-22% | -33% | ? | -6% | 33%&-2%[activator] | -5&2 | -34%&-33% | -6%&7%
